Source: PubChem
APEX1 inh – APE1 (human) endonuclease inhibition; P27695; recombinant APE1, TAMRA/BHQ-2 abasic DNA cleavage fluorescence; Potency, µM (doses to about 65.8 µM), for inactives: at the highest dose activity change, negative = inhibition, hits mostly inhibitors; hit rate 0.35% among 350,000;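 further: plate controls were vehicle for no effect and reference inhibitor for full effect; nearly all actives have a fitted effect of over 55% in size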
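Readout is kinetic fluorescence (ex 525, em 598 nm) from cleavage of 50 nM TAMRA/BHQ-2 THF abasic duplex by 0.75 nM APE1, compound added 15 min beforehand at RT.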
G9a inh – blocks human histone lysine methyltransferase G9a; Q96KQ7; G9a H3K9 monomethylation, AlphaScreen, 2 h; Potency, µM (highest dose often 102 µM), inactives show top-dose activity, negative = inhibition, hits mostly inhibitors; hit rate 8.8% among 350,000; AID 504332; further: on the % scale 0 is the no-effect control and ±100 the full control effect; nearly all actives have a fitted effect of over 75% in size
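Enzyme 20 nM + cpd, 15 min RT; add b-H3K9 pep 500 nM / SAM 20 uM; 2 h RT; anti-H3K9me1 Ab 0.5 ug/mL + SA donor / anti-rabbit acceptor beads 20 ug/mL each, 10 min; AlphaScreen read.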
POLK inh – inhibitors of human DNA polymerase kappa; AID 588579; Potency, µM (doses to about 107 µM), for inactives: top-dose activity, negative = inhibition, hits mostly inhibitors; hit rate 0.53% among 400,000; Q9UBT6; purified Pol kappa, fluorescent DNA synthesis assay, 10 min; further: on the % scale 0 is the no-effect control and ±100 the full control effect
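50 nM final substrate added after 15 min RT preincubation of 10 nM Pol kappa with compound; fluorescence read at 0 and 10 min.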
POLI inh – DNA polymerase iota (human) inhibition. Q9UNA4. Pol iota fluorescent replication assay, 10 min. Potency, µM (series often up to 115 µM), without a hit: top-dose activity, negative = inhibition, most hits filed as inhibitors. hit rate 1% among 390,000
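Fluorescent replication assay read twice, at 0 min and 10 min after adding 50 nM (final) substrate. Enzyme (10 nM) and compounds were first incubated 15 min at room temperature; enzyme-free buffer wells were negative controls.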
Pol eta inh – DNA polymerase eta (human) inhibition. Potency, µM (series often up to 114 µM), inactives show at the top dose activity change, negative = inhibition, most hits filed as inhibitors. hit rate 1.2% among 390,000. AID 588591. recombinant Pol eta, fluorescent DNA replication assay; further: on the % scale 0 is the no-effect control and ±100 the full control effect
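Pol eta at 10 nM preincubated with compounds 15 min at room temperature; reaction started with fluorescent substrate (50 nM final) and read kinetically at 0 and 10 min.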
BAZ2B inh – inhibitors of human BAZ2B bromodomain | AlphaScreen BAZ2B-H3K14Ac peptide displacement | Potency, µM (doses to about 114 µM), for the others: top-dose activity change, negative = inhibition, hits mostly inhibitors | hit rate 4.4% among 360,000 | AID 504333; further: on the % scale 0 is the no-effect control and ±100 the full control effect; nearly all actives have a fitted effect of over 60% in size
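Complex of BAZ2B and biotin-H3K14Ac (50 nM apiece) forms over 30 min at RT, then faces library compounds up to 110 uM for another 30 min; AlphaScreen beads added, 20 min dark incubation, luminescence read.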
BLM inh – blocks DNA unwinding by human BLM helicase. P54132. recombinant BLM DNA unwinding, fluorescence dequenching. Potency, µM (titrated, usually from 56.1 µM), for inactives: top-dose activity change, negative = inhibition, hits mostly inhibitors. hit rate 0.2% among 350,000. AID 2528;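 further: plate controls were vehicle for no effect and no enzyme for full effect; nearly all actives have a fitted effect of over 35% in size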
POLB inh – blocks human DNA polymerase beta activity; Potency, µM (highest dose often 114 µM), without a hit: at the highest dose activity change, negative = inhibition, actives largely listed as inhibitors; P06746; hit rate 1.3% among 340,000; Pol beta primer extension/strand displacement, fluorescence kinetic; further: on the % scale 0 is the no-effect control and ±100 the full control effect
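Enzyme-only controls used 10 nM Pol beta; buffer lacking enzyme served as negative control. Compound preincubated 15 min, then 50 nM substrate added; 0 and 10 min reads at room temperature.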
Apoferritin bind – candidate novel general anesthetic via apoferritin binding; Potency, µM (doses to about 77.5 µM), without a hit: at the highest dose activity change, negative = displacement, most hits filed as inhibitors; apoferritin/1-aminoanthracene competitive binding, fluorescence; hit rate 0.074% among 350,000; P02791; further: on the % scale 0 is the no-effect control and ±100 the full control effect; nearly all actives have a fitted effect of over 20% in size
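In PBS, apoferritin at 10 uM is loaded with 1-AMA from a 50% saturated solution. After 10 min of compound exposure at ambient temperature, reduced 535 nm fluorescence indicates probe displacement.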
* marks the source's active call; other numbers are inactive results; ? = inconclusive; . = not tested or not shown; & = joins results of further samples; [ ] = another dose, or the depositor's remark. The call rests on the fitted dose curve; in most records, active means well fitted curve in the direction sought with a large enough effect; inconclusive means small, poorly fitted or top-dose-only effect, or another doubt; inactive means no such curve, though single readings can be large; an effect the other way counts as inactive or inconclusive. Potency means the concentration at half of the fitted maximal effect. Only part of the results is shown. The share of hits here may be higher or lower than overall.

SMILES	APEX1 inh	G9a inh	POLK inh	POLI inh	Pol eta inh	BAZ2B inh	BLM inh	POLB inh	Apoferritin bind
COc1ccc(C(=O)COC(=O)CCS(=O)(=O)c2ccc(C)cc2)c(OC)c1	1%	-1%	-11%	31%[activator]	?	-3%	.	.	.
Cc1ccc(C(=O)N2CCOCC2)cc1S(=O)(=O)N1CCCCC1	40%	42%	-2%	13%	-13%	-16%	1%	20%	-2%
Cc1n[nH]c(C)c1Sc1ccccc1N	6%	-16%	2%	74%[activator]	-18%	-22%	-2%	-12%	-6%
COc1ccccc1C(=O)NC(=O)COC(=O)c1ccc([N+](=O)[O-])cc1	0%	0%[59 µM]	-15%	10%	5%	11%	.	.	.
Brc1ccc(N=Cc2ccccn2)cc1	17%	?	-11%	12%	-18%	-37%	0%	44%	2%
COc1ccc2cc3cc(C(=O)NCc4ccccc4OC)oc3nc2c1	.	7%[59 µM]	-13%	-9%	3%	.	1%	3%	-6%
CCOC(=O)c1[nH]c(C)c(C(=O)OCC(=O)N2CC(=O)Nc3ccccc32)c1C	5%	-4%[59 µM]	-7%	125%[activator]	-12%	5%	2%	-2%	-6%
N#Cc1ccc(CSc2nnc3ccccn23)cc1	-3%	12%	4%	?	4%	-1%	0%	11%	0%
COc1ccc(CC(=O)OC(C)C(=O)c2ccc(C)cc2)cc1 (stereo unspecified)	-6%	.	-5%	?	-15%	100%[activator]	-7%	-12%	?
COCCCN1C(=O)C(=O)/C(=C(/O)c2ccc(S(=O)(=O)N3CCCCC3)cc2)C1c1ccc(O)c(OC)c1 (stereo unspecified)	34%	?	-3%	31%[activator]	-3%	?	-2%	14%	-2%
CC(=O)Nc1c(N)[nH]c(=O)n(C)c1=O	-8%	.	11%[60.1 µM]	.	.	.	-3%	.	-2%
O=C(NCc1cccnc1)c1sc2cc(Cl)ccc2c1Cl	7%	1%[59 µM]	3%	27%	-12%	-5%[57.1 µM]	0%	1%	-21%
O=C1[C@@H]2CSC(c3ccc(Cl)cc3)N2C(=O)N1c1ccccc1 (stereo partly specified)	.	23%[59 µM]	-2%	50%[activator]	-4%	-1%	-7%	24%	3%
CCCCC[C@H](O)CC[C@H]1[C@H](O)CC(=O)[C@@H]1CCCCCCC(=O)O	18%&11%	25%[59 µM]	0%[19.4 µM]	.	.	.	6%	.	4%
CC(=O)N(c1cccc(Cl)c1)c1nc(C)cc(C)c1C#N	4%	24%[12.7 µM]	15%	16%	-17%	0%	-3%	46%	-7%
COc1ccc(C(=O)NCCNc2nc3c(C)cccc3cc2C#N)cc1OC	13%	-3%	-15%	-1%	-6%	-1%	-7%	21%	4%
Cc1cc(CN2CCN(CC(=O)Nc3cc(C(F)(F)F)ccc3-n3cncn3)CC2)no1	19%	-10%[12.7 µM]	3%	31%[activator]	-6%	9%	.	.	.
CCOc1ccc(Oc2nc(NCC(C)C)nc(NC(C)(C)C)n2)nn1	.	-1%[59 µM]	-15%	14%	-14%	-4%	0%	1%	?
COc1ccccc1-c1ccc(=O)n(CC(=O)NC2CCc3ccccc32)n1 (stereo unspecified)	4%	2%	0%	-3%	-9%	-19%	-5%	-22%	?
CC(=O)OCC(=O)c1ccc2ccn(C(C)=O)c2c1	2%	9%[59 µM]	-3%	0%	-3%	-2%	5%	31%	4%

Entries of single compounds, looked up by structure. Screens in order: APEX1 inh | G9a inh | POLK inh | POLI inh | Pol eta inh | BAZ2B inh | BLM inh | POLB inh | Apoferritin bind
COc1ccccc1C(=O)NC(=O)COC(=O)c1ccc([N+](=O)[O-])cc1 across the screens: 0% | 0%[59 µM] | -15% | 10% | 5% | 11% | . | . | .
CC(=O)OCC(=O)c1ccc2ccn(C(C)=O)c2c1 across the screens: 2% | 9%[59 µM] | -3% | 0% | -3% | -2% | 5% | 31% | 4%
Cc1n[nH]c(C)c1Sc1ccccc1N across the screens: 6% | -16% | 2% | 74%[activator] | -18% | -22% | -2% | -12% | -6%
COc1ccc(C(=O)COC(=O)CCS(=O)(=O)c2ccc(C)cc2)c(OC)c1 across the screens: 1% | -1% | -11% | 31%[activator] | ? | -3% | . | . | .
COc1ccc(CC(=O)OC(C)C(=O)c2ccc(C)cc2)cc1 (stereo unspecified) across the screens: -6% | . | -5% | ? | -15% | 100%[activator] | -7% | -12% | ?

Remaining list, next part:
SMILES	APEX1 inh	G9a inh	POLK inh	POLI inh	Pol eta inh	BAZ2B inh	BLM inh	POLB inh	Apoferritin bind
CCC12CSc3nc(Cl)ccc3N1C(=O)C(=O)N2C (stereo unspecified)	-2%	11%	9%	29%	5%	-4%	-4%	13%	-13%
Cc1nc2cnc(Nc3ccccc3)nc2n(Cc2ccc(F)cc2)c1=O	3%	3%[0.501 µM]	4%[60.1 µM]	.	.	.	4%	.	.
CN(C)S(=O)(=O)c1ccc(C(=O)OCc2ccc(C#N)cc2)cc1	-2%	4%[12.7 µM]	1%	15%	-16%	-3%	-1%	2%	-8%
COc1ccc(CCN2C(=O)CN(C3CCC(C)CC3)C(=O)C2c2ccc(OC(C)C)c(OC)c2)cc1OC (stereo unspecified)	.	-25%[59 µM]	0%[60.1 µM]	32%[activator]	-25%	-18%	-3%	-1%	-5%
Cc1ccccc1NC(=O)CCNS(=O)(=O)c1cccc2nsnc12	79%[activator]	11%	0%	26%	-21%	-17%	0%	0%	1%
CN(CCNC(=O)c1cn(C)c2ccc(S(=O)(=O)N3CCCC3)cc2c1=O)CCc1ccccc1	-7%	2.2µM*	-2%	-12%	-7%	-4%	3%	17%	-15%
O=S(=O)(c1ccccc1C(F)(F)F)N1C=CC(C(F)(F)F)=NCC1	4%	7%	1%	9%	-15%	1%	-2%	12%	-9%
Cc1cc(C)c2nc(N3CCCC(C(=O)NCc4cccc(Br)c4)C3)sc2c1 (stereo unspecified)	.	6%[59 µM]	1%	23%	-13%	1%	-2%	2%	-3%
Cc1cccc(OC(C)C(=O)Nc2cc(S(=O)(=O)N3CCCCC3)ccc2C)c1 (stereo unspecified)	6%	-3%[12.7 µM]	-20%	-2%	-16%	4%	.	.	.
COc1ccc(-n2c(SCC(=O)Nc3nc(C)cs3)nnc2-c2ccoc2C)cc1	-1%	?	-2%	8%	-7%	?	2%	3%	-5%
CCCCCCn1c(N2CCN(c3cccc(Cl)c3)CC2)nc2c1c(=O)[nH]c(=O)n2C	-3%	34%[12.7 µM]	3%	-7%	-13%	-6%	-3%	20%	-14%
CCOC(=O)C1CCCN(S(=O)(=O)c2ccc(S(=O)(=O)N3CCCC3)cc2)C1 (stereo unspecified)	-3%	?	18%	-4%	-2%	-3%	.	.	.
CCn1c(SC)nnc1C1CCCN(CC(=O)Nc2ccccc2N2CCOCC2)C1 (stereo unspecified)	1%[12.4 µM]	10%[59 µM]	-26%	60%[activator]	-2%	0%	-10%	25%	4%
CSCC[C@H](NC(=O)[C@H](Cc1ccccc1)NC(=O)[C@H](Cc1cnc[nH]1)NC(=O)CNC(=O)[C@@H](NC(=O)[C@H](C)NC(=O)[C@H](Cc1c[nH]c2ccccc12)NC(=O)[C@H](CC(C)C)NC(=O)[C@H](CC(N)=O)NC(=O)CN)[C@@H](C)O)C(N)=O	13%	.	16%[60.1 µM]	.	.	.	4%	.	3%
CCOC(=O)c1ccc(NC(=S)NCCCN2CCCCC2)cc1	0%	35%[0.501 µM]	-1%	35%	-11%	-20%[57.1 µM]	0%	7%	-14%
CCOc1ccc(CCNC(=O)CN2CCN(Cc3ccccc3F)C2=O)cc1OCC	-4%	13%[59 µM]	-7%	14%	1%	3%	2%	4%	-10%
CC(C)Sc1ncc(Cl)c(C(=O)Nc2nnc(C(C)C)s2)n1	.	6%[59 µM]	10%	4%	-17%	-16%	1%	2%	1%
CC1Cc2ccccc2N1C(=O)/C=C/c1cccc(F)c1 (stereo unspecified)	2%	0%	-11%	1%	-23%	-1%	-9%	15%	?
Cc1ccccc1S(=O)(=O)Cc1ccc(C(=O)NC(C)c2ccccc2)o1 (stereo unspecified)	1%	6%	-24%	-5%	0%	-24%	-15%	-7%	5%
CC1CN(C)C(C)CC1NCc1ccc2c(c1)OCO2 (stereo unspecified)	3%	15%	9%	7%	-9%	6%	1%	-4%	-6%

A different layout for some results above:
compound,APEX1 inh,G9a inh,POLK inh,POLI inh,Pol eta inh,BAZ2B inh,BLM inh,POLB inh,Apoferritin bind
COc1ccc(CCN2C(=O)CN(C3CCC(C)CC3)C(=O)C2c2ccc(OC(C)C)c(OC)c2)cc1OC (stereo unspecified),.,-25%[59 µM],0%[60.1 µM],32%[activator],-25%,-18%,-3%,-1%,-5%
Cc1ccccc1NC(=O)CCNS(=O)(=O)c1cccc2nsnc12,79%[activator],11%,0%,26%,-21%,-17%,0%,0%,1%

Going on with the list.
SMILES	APEX1 inh	G9a inh	POLK inh	POLI inh	Pol eta inh	BAZ2B inh	BLM inh	POLB inh	Apoferritin bind
Cc1ccc(C(=O)ONc2ccc(N=NC(=O)c3ccccc3O)cc2)cc1	-9%	?	-21%	2%	8.9µM*	0%	-10%	7%	-2%
CN(C)S(=O)(=O)c1cccc(C(=O)OCC(=O)c2c(N)n(C)c(=O)n(C)c2=O)c1	0%	15%	-15%	136%[activator]	-2%	8%	-11%	6%	-6%
COc1ccc(C2=NS(=O)(=O)N(C)C(C(=O)NCc3ccc4c(c3)OCO4)=C2)cc1OC	9%	?	-12%	15%	-21%	-2%	-5%	-27%	-10%
CCCN1CCN(CCCNC(=O)Cn2ncc3c4ccccc4n(C)c3c2=O)CC1	16%	-4%[59 µM]	-4%	-10%	-5%	-1%	25%	45%	1%
